A-T KAP1 phos – candidate therapy for ataxia-telangiectasia | actives 0.19% (n = 320,000) | AID 485349 | […] A-T fibroblasts, KAP-1 phosphorylation AlphaLISA; neocarzinostatin DNA damage 30 min before lysis | Potency, µM (top dose mostly 57.5 µM), inactives show at the top dose activation, hits mostly activators; also: potency is read from the fitted curve at half-maximal effect; % of control where 0% means no effect; nearly all actives have a fitted effect of over 45% in size
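ATM-like activity read as KAP-1 phosphorylation via AlphaLISA donor/acceptor antibody pairs after lysis and 6 hr at 25C. Cells were ATM-null patient fibroblasts ([…], hTERT), dosed 60 min, then exposed to the DSB inducer NCS for 30 min.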
TRPV1 agonist – activates the human vanilloid receptor TRPV1. Q8NER1. TRPV1-expressing cells, Fluo-8 calcium influx, agonist mode. activation, % at 8.33 µM. actives 0.19% (n = 320,000). AID 540275; in the data active = activation above about 80%; inconclusive = between about 30% and that limit; also: 0% is about no effect
Target sequence (Q8NER1 whole entry, looked up): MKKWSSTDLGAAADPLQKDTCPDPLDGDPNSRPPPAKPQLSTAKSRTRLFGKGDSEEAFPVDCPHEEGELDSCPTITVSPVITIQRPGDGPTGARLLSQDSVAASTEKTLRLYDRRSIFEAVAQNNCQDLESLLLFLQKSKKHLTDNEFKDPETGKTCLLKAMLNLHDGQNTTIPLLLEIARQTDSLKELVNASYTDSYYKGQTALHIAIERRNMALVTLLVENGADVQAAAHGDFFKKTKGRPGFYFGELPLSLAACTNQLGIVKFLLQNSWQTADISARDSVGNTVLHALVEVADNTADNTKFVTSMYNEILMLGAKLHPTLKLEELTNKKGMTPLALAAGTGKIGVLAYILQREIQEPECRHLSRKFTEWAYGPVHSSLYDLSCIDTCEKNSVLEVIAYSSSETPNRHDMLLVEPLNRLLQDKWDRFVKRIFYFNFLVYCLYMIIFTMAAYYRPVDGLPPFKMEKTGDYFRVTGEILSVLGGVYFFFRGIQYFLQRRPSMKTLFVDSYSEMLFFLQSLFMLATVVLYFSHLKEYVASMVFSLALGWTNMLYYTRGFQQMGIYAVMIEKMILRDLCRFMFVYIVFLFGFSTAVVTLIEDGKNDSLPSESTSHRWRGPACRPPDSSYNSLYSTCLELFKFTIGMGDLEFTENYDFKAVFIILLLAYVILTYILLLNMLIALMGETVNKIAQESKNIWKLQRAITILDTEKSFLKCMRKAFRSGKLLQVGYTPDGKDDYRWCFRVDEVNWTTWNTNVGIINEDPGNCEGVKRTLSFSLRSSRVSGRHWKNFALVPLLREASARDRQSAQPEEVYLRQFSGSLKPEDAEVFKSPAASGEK
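TRPV1-expressing cells were cultured overnight at 35.5C and loaded with Fluo-8 calcium dye for 40 to 90 min at room temperature. After a 10 s baseline, compound was added and calcium influx was read kinetically for 3 min (ex 480/em 520 nm).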
KCNH2 3.1 inh – blocks the human KCNH2 3.1 channel isoform; U2OS KCNH2 3.1, thallium flux FluxOr; hits give low values; activity change, % (tested at about 1.8 µM); actives 0.95% (n = 340,000); AID 720553;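 active = maximum activity change below -70%; inconclusive = maximum activity change from -70% to -50%; inactive = maximum activity change above -50%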;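 also: thallium influx rate constant from kinetic fluorescence after stimulation buffer; % is scaled to controls: 0 for no effect and ±100 for the full control effect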
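U2OS cells transduced with KCNH2 3.1 mutant virus (1.77 x 10^8 /mL, 4 h), plated overnight at 37 C, loaded 45 min with FluxOr dye plus Red40 quencher. Thallium flux rate constant from kinetic reads after stimulation buffer, normalised to controls.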
Coupling enz – inhibits coupling enzyme system, counter-screen for aldolase hits. coupling enzyme system counterscreen, AmpLite Red fluorescence. activity change, negative = inhibition, % at 58.2 µM, hits read low. actives 0.67% (n = 290,000); in the data active = activity change below about -30%; also: % is scaled to controls: 0 for no effect and ±100 for the full control effect
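Counterscreen of the coupled detection system alone, without aldolase: glyceraldehyde-3-phosphate coupling enzymes plus AmpLite Red readout. Compounds at 57.5 uM final, 10 min RT preincubation, 20 min RT reaction, fluorescence 525/598 nm.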
ASM inhibitor – blocks human secretory acid sphingomyelinase; P17405; actives 0.006% (n = 340,000); AID 504937; Potency, µM (doses to about 57.5 µM), for inactives: top-dose activity change, negative = inhibition, most hits filed as inhibitors; placental ASM, HMU-PC fluorogenic substrate, 60 min; also: potency is read from the fitted curve at half-maximal effect
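Fluorogenic HMU-PC substrate (9 uM final) is turned over by placental ASM in 60 min at 37 C after a 10 min compound preincubation. Reaction ended by alkaline stop (pH 10), with fluorescence read at 386/447 nm.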
CXXC DNA block – MLL CXXC-DNA interaction inhibition. Q03164. MLL-CXXC / FITC-HOXA9 DNA fluorescence polarization. Potency, µM (series often up to 115 µM), without a hit: top-dose activity change, negative = inhibition, hits mostly inhibitors. actives 0.037% (n = 290,000); active = well fitted inhibition curve with a large enough effect in the polarisation, with a control signal flat, not every such curve was filed as active; inconclusive = small, poorly fitted or top-dose-only effect, or effect the other way, or a change in a side signal; inactive = no such curve, though single readings can be large or run the other way; the % refers to the polarisation; also: potency is read from the fitted curve at half-maximal effect
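Steps: dispense CXXC domain solution (7 uM) → pin compounds or unlabeled HOX-A9 DNA control → 5 min ambient → add FLSN-HOX-A9 solution (50 nM) → spin → 30 min ambient → fluorescence polarization. Tris pH 7.5/NaCl/DTT/BSA buffer.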
MBNL1-CUG inh – inhibitors of human MBNL1 binding to CUG repeat RNA | TR-FRET MBNL1-His/biotin-(CUG)12 binding, 665/545 ratio | Potency, µM (highest dose often 57.5 µM), without a hit: at the top dose activity change, negative = inhibition, most hits filed as inhibitors | AID 2675 | Q9NR56 | actives 0.036% (n = 280,000); active = well fitted inhibition curve with a large enough effect in the signal ratio, with a control signal flat, not every such curve was filed as active; inconclusive = small, poorly fitted or top-dose-only effect, or effect the other way, or a change in a side signal; inactive = no such curve, though single readings can be large or run the other way; the % refers to the signal ratio; also: potency is read from the fitted curve at half-maximal effect; % is scaled to controls: 0 for no effect and ±100 for the full control effect
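TR-FRET between His-tagged MBNL1 and biotin-(CUG)12 RNA, detected with Tb anti-His antibody (0.055 ng/ul) and streptavidin-XL665 (5 nM), 60 min at room temperature. Compounds titrated 92 nM to 58 uM; 665/545 nm ratio normalized to buffer and complex controls.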
GALK inhibitor – galactokinase (human) inhibition; actives 0.007% (n = 270,000); P51570; Purified GALK, Kinase-Glo residual ATP luminescence; Potency, µM (titrated, usually from 57.5 µM), for the others: top-dose activity change, negative = inhibition, most hits filed as inhibitors; also: potency is read from the fitted curve at half-maximal effect; % is scaled to controls: 0 for no effect and ±100 for the full control effect
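ATP-depletion format; final 35 uM ATP, 100 uM D-galactose, 5 nM enzyme; pH 8.0 HEPES/Mg2+ buffer; 60 min RT; luminescence read 10 min after detection reagent.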
hERG WT inh – blocks the wildtype human KCNH2 potassium channel; Q12809; U2OS, BacMam KCNH2, thallium flux FluxOr; hits give low values; activity change, % at 1.84 µM; actives 0.37% (n = 340,000); AID 720551;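 active = maximum activity change below -70%; inconclusive = maximum activity change between -70% and -50%; inactive = maximum activity change above -50%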; also: % is scaled to controls: 0 for no effect and ±100 for the full control effect
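U2OS cells were transduced with wild-type KCNH2 virus (2.03 x 10^8 / mL) for 4 h at room temperature, then cultured overnight at 37 C. Thallium flux was read with FluxOr dye. Rate constants were normalized to DMSO controls.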
Integrin act MD – integrin-mediated muscular dystrophy alleviation activation; alpha7betagal myoblasts, beta-gal FDG fluorescence, 48 h; Potency, µM (highest dose often 38.3 µM), without a hit: top-dose activation, hits mostly activators; actives 0.064% (n = 350,000); AID 624291;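 also: potency is read from the fitted curve at half-maximal effect; 100% = response of the positive control SU9516; nearly all actives have a fitted effect of over 60% in size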
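Alpha7betagal+/- myoblasts (passage 13) were plated 16-24 hr, then exposed to compounds (1:260 dilution of DMSO stock) for 48 hours at 37C. After MPER lysis, β-galactosidase reporter activity was read as FDG fluorescence (ex 480/em 540) after 30 minutes.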
* hit, by the source's call; ? = inconclusive; / = no result given; [ ] = remark or other dose. Unless noted, calls follow the shape of the dose curve; as a rule, active = well fitted curve in the direction sought with a large enough effect; inconclusive = small, poorly fitted or top-dose-only effect, or another doubt; inactive = no such curve, though single readings can be large; an effect the other way counts as inactive or inconclusive.

SMILES	A-T KAP1 phos	TRPV1 agonist	KCNH2 3.1 inh	Coupling enz	ASM inhibitor	CXXC DNA block	MBNL1-CUG inh	GALK inhibitor	hERG WT inh	Integrin act MD
Cc1ccc(Nc2nc(N)nc(CN3CCN(Cc4ccc5c(c4)OCO5)CC3)n2)c(C)c1	1%	3	?	6	0%	1%	-8%	3%	7	-10%
O=C1c2ccccc2C(=O)N1CC(O)COc1ccc(Br)cc1 (configuration not stated)	-5%	-1	-19	0	-1%	2%	9%	0%	3	22%
CSc1ccccc1NC(=O)C(C)N1C(=O)c2ccccc2S1(=O)=O (configuration not stated)	13%	-7	13	/	2%	/	/	/	13	12%
C[C@H](CO)N1C[C@H](C)[C@@H](CN(C)S(=O)(=O)c2ccccc2)Oc2ccc(NC(=O)CCN3CCOCC3)cc2C1=O	4%	/	-10	/	0%	/	/	/	-10	1%
COc1ccccc1C1=Nc2cccc3cccc(c23)N1	-3%	1	-33	-4	-8%	?	8%	-4%	-3	7%
Cc1cc(NC(=O)Cn2ccc([N+](=O)[O-])n2)no1	-9%	0	7	2	0%	-2%	11%	5%	-9	44%
Cc1cccc(NC(=O)CNC(=O)COC(=O)CCS(=O)(=O)c2ccccc2)c1C	-5%	1	8	3	-1%	?	0%	-5%	2	-14%
CCCN(CCC)C(=O)Cn1c(=O)n(CCCCCC(=O)Nc2ccccc2)c(=O)c2sccc21	0%	-2	-7	5	4%	0%	-1%	0%	1	-17%
COc1ccccc1NCCC(=O)OCC(=O)NCc1ccco1	2%	1	-6	-2	-1%	6%	-1%	1%	1	6%
COc1ccccc1N=CC1=C(O)CC(c2ccccc2)CC1=O (configuration not stated)	-8%	3	8	1	24%	21%	-4%	-4%	0	4%
CC(=O)NCCSc1ccc(S(=O)(=O)N2CCCC2)cn1	8%	-2	-11	/	-1%	/	/	/	-17	?
CCOC(=O)N1CCN(CC(=O)Nc2nnc(C(F)(F)F)s2)CC1	-2%	-2	33	0	7%	-8%	-3%	3%	2	26%
Cc1ccc(/C=N/NC(=O)C(C)NC(=O)c2ccccc2)cc1 (configuration not stated)	2%	1	15	0	-1%	8%	8%	0%	4	1%
O=C(O)c1ccccc1NS(=O)(=O)c1ccc(N/N=C/c2cccc(O)c2O)c([N+](=O)[O-])c1	/	/	-3	/	?	/	/	/	-4	-10%
CCOc1ncccc1C(=O)OCC(=O)c1ccccc1	4%	-1	5	1	1%	-26%	-3%	1%	-6	17%
O=C(NCc1ccccc1)c1cc2nc(C3CC3)cc(C(F)(F)F)n2n1	2%	13	5	/	4%	-3%	-3%	0%	3	0%
COc1ccc(-c2cnc3c(-c4ccc(F)cc4)cnn3c2N)cc1	-10%	-1	5	0	363%[activator]	?	-3%	-2%	3	22%
CCN(CC)c1ccc(NC(=O)CCS(=O)(=O)c2ccc(Br)cc2)c(C)c1	-3%	?	-5	3	-2%	17%	-4%	/	0	4%
COC(=O)NCC(C)OC(=O)Nc1cccc(Cl)c1 (configuration not stated)	8%	0	2	-1	2%	-5%	-7%	2%	3	-6%
CCCCCCCC(=O)NC(Nc1ccccc1OC)C(Cl)(Cl)Cl (configuration not stated)	7%	11	9	1	-7%	-6%	2%	0%	-36	27%

2 entries picked at random from those above:
SMILES	A-T KAP1 phos	TRPV1 agonist	KCNH2 3.1 inh	Coupling enz	ASM inhibitor	CXXC DNA block	MBNL1-CUG inh	GALK inhibitor	hERG WT inh	Integrin act MD
Cc1cc(NC(=O)Cn2ccc([N+](=O)[O-])n2)no1	-9%	0	7	2	0%	-2%	11%	5%	-9	44%
CC(=O)NCCSc1ccc(S(=O)(=O)N2CCCC2)cn1	8%	-2	-11	/	-1%	/	/	/	-17	?

(continued)
SMILES	A-T KAP1 phos	TRPV1 agonist	KCNH2 3.1 inh	Coupling enz	ASM inhibitor	CXXC DNA block	MBNL1-CUG inh	GALK inhibitor	hERG WT inh	Integrin act MD
CCCC(=O)Nc1ccc(C(=O)N2CCCC2)cc1	-1%	0	3	0	10%	-1%	-5%	1%	-1	24%
CCOc1ccc(OCCC(=O)NNC(=O)c2cc(OC)c(OC)c(OC)c2)cc1	-3%	-2	0	/	0%	/	/	/	-2	-1%
CCOc1ccccc1CN1CCN(CCCc2ccccc2)CC1CCO (configuration not stated)	6%	2	-44	-2	6%	-7%	-2%	5%	-3	-41%
Cc1cc(C(=O)COC(=O)/C=C/c2ccco2)c(C)n1C	-8%	/	-8	/	-5%	/	/	/	2	0%
CCN(Cc1ccncc1)C(=O)CCc1nnc(CCC2CCCCC2)o1	10%	-6	/	0	3%	3%	-4%	6%	5	0%
Cc1cc(C)c(NC(=O)C(C)OC(=O)c2cc(Br)c(Br)s2)c(C)c1 (configuration not stated)	-6%	3	-46	12	3%	4%	/	0%	-21	-6%
CCc1ccccc1NC(=O)Nn1cnnc1	7%	3	-20	/	1%	19%	-10%	-3%	2	-17%
COc1ccc(C(=O)O)cc1N1C(=O)Nc2ccccc2N1O	8%	2	-2	-1	7%	-2%	/	2%	-14	7%
CCOc1ccc(C(=O)Nc2nnc(S(=O)(=O)N3CCCCC3)s2)cc1	-4%	-1	-34	/	1%	18%	16%	4%	26	25%
COc1ccc(-c2csc3ncn(-c4ccccc4)c(=O)c23)cc1OC	-1%	8	-4	3	3%	-2%	-9%	0%	0	-16%
O=C(Nc1ccccc1)c1oc2ccccc2c1NC(=O)C1CC1	9%	?	14	0	-3%	-3%	5%	-6%	3	18%
COC(=O)c1ccccc1NC(=O)COC(=O)c1ccco1	-1%	-2	11	2	1%	-1%	26%	5%	-3	-23%
Cc1cc2ccccc2c(=O)n1CC(=O)N1CCN(c2cccc(Cl)c2)CC1	2%	7	7	2	-4%	29%	-5%	-5%	22	-19%
CCOc1ccccc1C(=O)N[C@H](C(=O)Nc1ccc(OC)c(S(=O)(=O)N2CCOCC2)c1)C(C)C	-3%	-2	-1	2	2%	?	-3%	5%	-3	-22%
COCCN(C(=O)Cc1ccc(S(=O)(=O)N2CCOCC2)s1)c1c(N)n(CC(C)C)c(=O)[nH]c1=O	/	/	-7	/	2%	/	/	/	-4	0%
CCOP(=O)(OCC)/C(=N/OC(=O)c1cccc([N+](=O)[O-])c1)C(N)=O	7%	-1	4	-1	3%	-12%	/	-1%	3	-3%
COc1ccc(-c2nnc(NC(=O)c3cc(Cl)ccc3Cl)o2)cc1	7%	3	17	6	3%	-14%	5%	1%	3	-2%
O=c1c2ccccc2c(C=NCc2ccccn2)c(O)n1-c1ccccc1	9%	0	5	-2	50%	-2%	-1%	2%	-13	5%

Only ASM inhibitor, TRPV1 agonist and MBNL1-CUG inh (6 entries from above):
SMILES | ASM inhibitor | TRPV1 agonist | MBNL1-CUG inh
Cc1cc2ccccc2c(=O)n1CC(=O)N1CCN(c2cccc(Cl)c2)CC1 | -4% | 7 | -5%
CCOc1ccccc1C(=O)N[C@H](C(=O)Nc1ccc(OC)c(S(=O)(=O)N2CCOCC2)c1)C(C)C | 2% | -2 | -3%
COCCN(C(=O)Cc1ccc(S(=O)(=O)N2CCOCC2)s1)c1c(N)n(CC(C)C)c(=O)[nH]c1=O | 2% | / | /
CCOP(=O)(OCC)/C(=N/OC(=O)c1cccc([N+](=O)[O-])c1)C(N)=O | 3% | -1 | /
COc1ccc(-c2nnc(NC(=O)c3cc(Cl)ccc3Cl)o2)cc1 | 3% | 3 | 5%
O=c1c2ccccc2c(C=NCc2ccccn2)c(O)n1-c1ccccc1 | 50% | 0 | -1%

High-throughput results (PubChem)
